Compound activity (PubChem BioAssay)
AHR act – activators of human aryl hydrocarbon receptor; P35869; AHR-responsive luciferase reporter cells, luminescence; activation, % at 5 µM; hit rate 2.5% among 320,000; in the data active means activation above about 47%;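 further: 0% = vehicle wells and 100% = reference agonist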
RPL19A TOR yeast – alters RPL19A-GFP fluorescence in TOR pathway yeast screen | S. cerevisiae RPL19A-GFP strain, flow cytometry, 3 h; hits give low values | percent response vs DMSO, % at 10 µM | hit rate 0.3% among 330,000;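 active means percent response vs DMSO below 50%; inconclusive means fewer than 70 events counted for the yeast strain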;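 further: median channel GFP fluorescence of the barcoded RPL19A-GFP strain; ratio of sample median GFP to plate DMSO average so 100% = DMSO; lower means less RPL19A-GFP as with rapamycin TOR inhibition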
ZTA counter – counter-screen for EBNA-1 inhibitors: inhibitors of Epstein-Barr virus ZTA | P03206 | ZTA-DNA binding, fluorescence polarization | inhibition, % at 11 µM | hit rate 0.15% among 320,000 | AID 2234; in the data active means inhibition above about 33%
proCasp7 act – counter-screen for procaspase-3 activators: activators of human procaspase-7. P55210. recombinant procaspase-7, Ac-DEVD-pNA absorbance 405 nm; D23A/D198A/D206A triple mutant, cannot self-cleave; scale: DMSO 0, 5 µM enzyme 100. activation, % at 8.5 µM. hit rate 0.093% among 330,000;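 active means percent activation above the screen-wide mean plus 3 SD, cut at about 25% in these data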
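signal = Epi-absorbance of released pNA at 405 nm, two timepoints | assay system = Uncleavable procaspase-7 mutant enzyme | reagent = Ac-DEVD-pNA substrate, 400 µM as added | times = 1 h enzyme–compound preincubation and 2 h substrate reaction, both 25 °C | benchmarks = low DMSO alone, high DMSO plus 5 µM PC-7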
EBNA-1 inhibitor – blocks EBNA-1 binding to DNA; EBNA-1 DNA binding, fluorescence polarization; inhibition, % at 14.8 µM; hit rate 0.34% among 300,000; in the data active means inhibition above about 28%
MEP2 TOR yeast – yeast TOR pathway MEP2-GFP modulation. S. cerevisiae MEP2-GFP strain, flow cytometry GFP, 3 h; 100% = DMSO control level. GFP response vs DMSO, % at 10 µM. hit rate 0.51% among 330,000;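 active means GFP response versus DMSO above a set limit, roughly screen mean plus 3 SD, cut at about 180% in these data; inconclusive means fewer than 70 cells counted for a yeast strain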;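 further: median GFP fluorescence of the barcode-gated MEP2-GFP cells per well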
LAP4 TOR yeast – alters LAP4-GFP fluorescence in TOR pathway yeast screen; hit rate 0.34% among 320,000; S. cerevisiae LAP4-GFP multiplex, flow cytometry GFP, 3 h; median GFP as percent of DMSO wells; GFP response vs DMSO, % at 10 µM;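 active means GFP response vs DMSO above a set limit, about the screen mean plus 3 SD, cut at about 150% in these data; inconclusive means under 70 cell events counted for the yeast strain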
proCasp3 act – activates human procaspase-3. hit rate 0.11% among 330,000. recombinant procaspase-3 D3A, Ac-DEVD-pNA absorbance 405 nm. activation, % at 8.5 µM;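 active means activation above the mean of all tested compounds plus 3 SD, cut at about 21% in these data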;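 further: 0% = DMSO alone and 100% = DMSO wells spiked with extra 5 µM PC-3 D3A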
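assay system = Procaspase-3 D3A mutant | signal = absorbance at 405 nm, 0 and 120 min | times = 1 h preincubation plus 2 h reaction at 25 °C | repeats = single replicate | read-out = % activation between DMSO and enzyme-spiked controls | medium = Zinc-free HEPES saline buffer with Triton X-100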
* = called active by the depositor.

How did CC1(C)c2ssc(=S)c2-c2ccccc2N1C(=O)c1ccco1 do in these assays?
AHR act: 1; RPL19A TOR yeast: inconclusive; ZTA counter: 7; proCasp7 act: -4; EBNA-1 inhibitor: 3; MEP2 TOR yeast: inconclusive; LAP4 TOR yeast: inconclusive; proCasp3 act: 0

Results for COc1ccc(-c2cc(C)no2)cc1S(=O)(=O)N1CCCCC1 ?
AHR act: 1; RPL19A TOR yeast: 94; ZTA counter: 3; proCasp7 act: 12; EBNA-1 inhibitor: -3; MEP2 TOR yeast: 92; LAP4 TOR yeast: 97; proCasp3 act: -2

How did CCOC(=O)C1CCCN(C2CC(=O)N(c3ccc(C)cc3)C2=O)C1 (stereo not given) do in these assays?
AHR act: 1; RPL19A TOR yeast: 98; ZTA counter: -1; proCasp7 act: -16; EBNA-1 inhibitor: 13; MEP2 TOR yeast: 105; LAP4 TOR yeast: 100; proCasp3 act: -20

How did Cc1cc(C)n(CC(=O)N2CCCC(N3CCN(c4ccc(F)cc4)CC3)C2)n1 (stereo not given) do in these assays?
AHR act: 1; RPL19A TOR yeast: 96; ZTA counter: 2; proCasp7 act: -3; EBNA-1 inhibitor: -7; MEP2 TOR yeast: 98; LAP4 TOR yeast: 93; proCasp3 act: -5

Results for O=C(COC(=O)c1ccc(OC(F)(F)F)cc1)NCCN1C(=O)CSC1=O ?
AHR act: 0; RPL19A TOR yeast: 100; ZTA counter: 8; proCasp7 act: 12; MEP2 TOR yeast: 104; LAP4 TOR yeast: 103; proCasp3 act: -5

How did CC1(C(=O)O)CCC(C(=O)Nc2ccc(OC(F)(F)Cl)cc2)C1(C)C (stereo not given) do in these assays?
AHR act: 5; RPL19A TOR yeast: 103; ZTA counter: -11; proCasp7 act: 4; EBNA-1 inhibitor: -6; MEP2 TOR yeast: 111; LAP4 TOR yeast: 93; proCasp3 act: 5

What do the screens show for `CCCCCc1c(O)nc(SCCN2CCOCC2)[nH]c1=O`?
AHR act: -3; RPL19A TOR yeast: 97; ZTA counter: -5; proCasp7 act: 2; EBNA-1 inhibitor: 3; MEP2 TOR yeast: 107; LAP4 TOR yeast: 110; proCasp3 act: 4

How did COc1ccc(-c2nc(CS(=O)CC(=O)NCc3ccc(Cl)cc3)c(C)o2)cc1 (stereo not given) do in these assays?
AHR act: 2; RPL19A TOR yeast: 98; ZTA counter: -20; proCasp7 act: -5; EBNA-1 inhibitor: 5; MEP2 TOR yeast: 97; LAP4 TOR yeast: 98; proCasp3 act: 2

How did COc1ccc(N2CCN(C3CCN(S(=O)(=O)c4ccc(F)cc4)CC3)CC2)cc1 do in these assays?
AHR act: 0; RPL19A TOR yeast: 99; ZTA counter: -12; proCasp7 act: -5; EBNA-1 inhibitor: 6; MEP2 TOR yeast: 98; LAP4 TOR yeast: 99; proCasp3 act: -1

How did Cc1ccc(C(=O)COC(=O)CNC(=O)CN2C(=O)c3ccccc3C2=O)cc1 do in these assays?
AHR act: -1; RPL19A TOR yeast: 101; ZTA counter: 4; proCasp7 act: 9; EBNA-1 inhibitor: 33*; MEP2 TOR yeast: 100; LAP4 TOR yeast: 100; proCasp3 act: 0

What do the screens show for `O=C(c1ccco1)N1CCN(C2CC(=O)N(c3ccc(C(F)(F)F)cc3)C2=O)CC1` (stereo not given)?
AHR act: 4; RPL19A TOR yeast: 105; ZTA counter: 12; proCasp7 act: -4; EBNA-1 inhibitor: -2; MEP2 TOR yeast: 97; LAP4 TOR yeast: 84; proCasp3 act: -12

What do the screens show for `O=C(COc1ccccc1)N1CCN(S(=O)(=O)c2ccc(Br)cc2)CC1`?
AHR act: 1; RPL19A TOR yeast: 97; ZTA counter: 17; proCasp7 act: -3; EBNA-1 inhibitor: -4; MEP2 TOR yeast: 106; LAP4 TOR yeast: 101; proCasp3 act: -1

How did CCOC(=O)C1CCN(C(=O)COC(=O)c2ccc(=O)n(Cc3ccccc3)n2)CC1 do in these assays?
AHR act: 4; RPL19A TOR yeast: 102; ZTA counter: -1; proCasp7 act: 1; EBNA-1 inhibitor: 3; MEP2 TOR yeast: 106; LAP4 TOR yeast: 104; proCasp3 act: 11

What do the screens show for `Cc1sc(NC(=O)c2cc(-c3ccc(Cl)cc3)nc3ccccc23)c(C(N)=O)c1C`?
AHR act: 23; RPL19A TOR yeast: 95; ZTA counter: 9; proCasp7 act: -1; EBNA-1 inhibitor: -7; MEP2 TOR yeast: 91; LAP4 TOR yeast: 96; proCasp3 act: 4

How did Cc1ccsc1C(=O)Nc1cc(C(C)(C)C)nn1-c1ccccc1 do in these assays?
AHR act: 6; RPL19A TOR yeast: 93; ZTA counter: -13; proCasp7 act: -5; EBNA-1 inhibitor: -6; MEP2 TOR yeast: 100; LAP4 TOR yeast: 102; proCasp3 act: 6

How did CCCOC(=O)c1ccc(-c2c(C)noc2-c2ccc(OC)cc2O)o1 do in these assays?
AHR act: 4; RPL19A TOR yeast: 95; ZTA counter: -8; proCasp7 act: 6; EBNA-1 inhibitor: 10; MEP2 TOR yeast: 91; LAP4 TOR yeast: 101; proCasp3 act: -6

Results for O=c1oc2cc(OCc3c(F)cccc3Cl)ccc2cc1-c1ccccn1 ?
AHR act: 15; RPL19A TOR yeast: 105; ZTA counter: 6; proCasp7 act: 12; EBNA-1 inhibitor: -2; MEP2 TOR yeast: 106; LAP4 TOR yeast: 111; proCasp3 act: -3

How did O=C(N=C1SC2CS(=O)(=O)CC2N1c1ccc(F)c(Cl)c1)C1CCCO1 (stereo not given) do in these assays?
AHR act: 0; RPL19A TOR yeast: 100; ZTA counter: 4; proCasp7 act: 1; EBNA-1 inhibitor: 1; MEP2 TOR yeast: 101; LAP4 TOR yeast: 99; proCasp3 act: -1

What do the screens show for `O=C(Nc1ccc(C(=O)N2CCCC2)cc1)c1ccc(F)cc1Cl`?
AHR act: 1; RPL19A TOR yeast: 101; ZTA counter: -6; proCasp7 act: 6; EBNA-1 inhibitor: 7; MEP2 TOR yeast: 99; LAP4 TOR yeast: 98; proCasp3 act: 7

What do the screens show for `COc1ccc(Cc2nnc(CCc3ccccc3)s2)cc1`?
AHR act: 3; RPL19A TOR yeast: 97; ZTA counter: -5; proCasp7 act: 5; EBNA-1 inhibitor: 10; MEP2 TOR yeast: 103; LAP4 TOR yeast: 106; proCasp3 act: 0

Random excerpt: 3 records from the list
How did O=C(N=C1SC2CS(=O)(=O)CC2N1c1ccc(F)c(Cl)c1)C1CCCO1 (stereo not given) do in these assays?
AHR act: 0; RPL19A TOR yeast: 100; ZTA counter: 4; proCasp7 act: 1; EBNA-1 inhibitor: 1; MEP2 TOR yeast: 101; LAP4 TOR yeast: 99; proCasp3 act: -1

What do the screens show for `O=C(COc1ccccc1)N1CCN(S(=O)(=O)c2ccc(Br)cc2)CC1`?
AHR act: 1; RPL19A TOR yeast: 97; ZTA counter: 17; proCasp7 act: -3; EBNA-1 inhibitor: -4; MEP2 TOR yeast: 106; LAP4 TOR yeast: 101; proCasp3 act: -1

How did Cc1ccc(C(=O)COC(=O)CNC(=O)CN2C(=O)c3ccccc3C2=O)cc1 do in these assays?
AHR act: -1; RPL19A TOR yeast: 101; ZTA counter: 4; proCasp7 act: 9; EBNA-1 inhibitor: 33*; MEP2 TOR yeast: 100; LAP4 TOR yeast: 100; proCasp3 act: 0

More entries:
Results for COC(=O)c1nnn(-c2cccc(Cl)c2)c1C(=O)OC ?
AHR act: -3; RPL19A TOR yeast: 104; ZTA counter: 8; proCasp7 act: 10; EBNA-1 inhibitor: 14; MEP2 TOR yeast: 105; LAP4 TOR yeast: 115; proCasp3 act: -4

Results for O=C(NCc1ccc(/C=N\NC(=O)C(=O)Nc2ccccc2Br)o1)C(=O)Nc1ccccc1 ?
AHR act: 2; RPL19A TOR yeast: 98; ZTA counter: -9; proCasp7 act: 14; EBNA-1 inhibitor: -1; MEP2 TOR yeast: 107; LAP4 TOR yeast: 91; proCasp3 act: 8

Results for CC(=O)NC(CC(=O)Nc1ccc(S(=O)(=O)N2CCCCC2)cc1)c1ccccc1 (stereo not given) ?
AHR act: -3; RPL19A TOR yeast: 98; ZTA counter: -11; proCasp7 act: -6; EBNA-1 inhibitor: 1; MEP2 TOR yeast: 97; LAP4 TOR yeast: 99; proCasp3 act: -10

How did CCNc1ccc(Br)cc(C(=O)/C=C/c2ccc3c(c2)OCO3)c1=O do in these assays?
AHR act: 12; RPL19A TOR yeast: 97; ZTA counter: 6; proCasp7 act: -14; EBNA-1 inhibitor: 12; MEP2 TOR yeast: 98; LAP4 TOR yeast: 103; proCasp3 act: -7

Results for CCOc1ccc(CN2CCNC(=O)C2CC(=O)NC2CCCCCC2)cc1 (stereo not given) ?
AHR act: 5; RPL19A TOR yeast: 110; ZTA counter: -22; proCasp7 act: -1; EBNA-1 inhibitor: -3; MEP2 TOR yeast: 109; LAP4 TOR yeast: 81; proCasp3 act: 4

How did COc1ccc(OC)c(NC(=O)Cn2cnc3c(cnn3-c3ccccc3)c2=O)c1 do in these assays?
AHR act: 8; RPL19A TOR yeast: 101; ZTA counter: 6; proCasp7 act: -8; EBNA-1 inhibitor: 6; MEP2 TOR yeast: 105; LAP4 TOR yeast: 98; proCasp3 act: 6

How did CC12C(=O)N(c3cccc4cccnc34)C(=O)C1C1C=CC2C1 (stereo not given) do in these assays?
AHR act: 0; RPL19A TOR yeast: 100; ZTA counter: -6; proCasp7 act: 2; EBNA-1 inhibitor: -2; MEP2 TOR yeast: 101; LAP4 TOR yeast: 105; proCasp3 act: -4

What do the screens show for `C=C(C)Cn1c(Sc2nc3ccccc3[nH]2)nc2c1c(=O)[nH]c(=O)n2C`?
AHR act: 11; RPL19A TOR yeast: 100; ZTA counter: -18; proCasp7 act: 5; EBNA-1 inhibitor: 0; MEP2 TOR yeast: 108; LAP4 TOR yeast: 96; proCasp3 act: 12

What do the screens show for `COc1ccc(Nc2nc(Cl)nc(NCc3ccco3)n2)c(OC)c1`?
AHR act: 8; RPL19A TOR yeast: 98; ZTA counter: 1; proCasp7 act: 5; EBNA-1 inhibitor: 29*; MEP2 TOR yeast: 102; LAP4 TOR yeast: 94; proCasp3 act: 8

What do the screens show for `Fc1cccc(NC(=S)N2CCCC2)c1`?
AHR act: 1; RPL19A TOR yeast: 102; ZTA counter: -4; proCasp7 act: -3; EBNA-1 inhibitor: 4; MEP2 TOR yeast: 103; LAP4 TOR yeast: 98; proCasp3 act: 3

Results for O=C(c1ccccc1)N1CCN(CC(O)COc2ccc(Br)cc2)CC1 (stereo not given) ?
AHR act: -1; RPL19A TOR yeast: 111; ZTA counter: -13; proCasp7 act: 0; EBNA-1 inhibitor: -6; MEP2 TOR yeast: 108; LAP4 TOR yeast: 96; proCasp3 act: -15

Results for COCCNC(=O)CCC(=O)NNc1nc2ccccc2c2nc(C)nn12 ?
AHR act: 1; RPL19A TOR yeast: 106; ZTA counter: -1; proCasp7 act: 2; EBNA-1 inhibitor: -6; MEP2 TOR yeast: 101; LAP4 TOR yeast: 96; proCasp3 act: 2

What do the screens show for `Cc1cc(Br)ccc1NC(=O)CN1C(=O)CCC1=O`?
AHR act: 3; RPL19A TOR yeast: 99; ZTA counter: -3; proCasp7 act: 13; EBNA-1 inhibitor: -12; MEP2 TOR yeast: 103; LAP4 TOR yeast: 91; proCasp3 act: 0

What do the screens show for `OC(COCc1ccc2c(c1)OCO2)CN1CCN(Cc2ccccc2)CC1` (stereo not given)?
AHR act: -2; RPL19A TOR yeast: 102; ZTA counter: 16; proCasp7 act: -3; EBNA-1 inhibitor: -1; MEP2 TOR yeast: 103; LAP4 TOR yeast: 101; proCasp3 act: 2

The order is random (roughly 3.8% active in at least one column).
